Screening data from PubChem BioAssay.
PTPN22 inh 2 – blocks human PTPN22 phosphatase activity; actives 0.21% (n = 96,000); Q9Y2R2; recombinant LYP catalytic domain, DiFMUP fluorescence; inhibition, % at 2 µM; AID 640;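 active means inhibition at 2 µM at or above a set limit, the screen mean plus 3 SD, cut at about 24% in these data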;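 further: 0% = DMSO with enzyme and 100% = enzyme fully blocked by orthovanadate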
Target sequence (Q9Y2R2 whole entry, looked up, the tested form may be a part): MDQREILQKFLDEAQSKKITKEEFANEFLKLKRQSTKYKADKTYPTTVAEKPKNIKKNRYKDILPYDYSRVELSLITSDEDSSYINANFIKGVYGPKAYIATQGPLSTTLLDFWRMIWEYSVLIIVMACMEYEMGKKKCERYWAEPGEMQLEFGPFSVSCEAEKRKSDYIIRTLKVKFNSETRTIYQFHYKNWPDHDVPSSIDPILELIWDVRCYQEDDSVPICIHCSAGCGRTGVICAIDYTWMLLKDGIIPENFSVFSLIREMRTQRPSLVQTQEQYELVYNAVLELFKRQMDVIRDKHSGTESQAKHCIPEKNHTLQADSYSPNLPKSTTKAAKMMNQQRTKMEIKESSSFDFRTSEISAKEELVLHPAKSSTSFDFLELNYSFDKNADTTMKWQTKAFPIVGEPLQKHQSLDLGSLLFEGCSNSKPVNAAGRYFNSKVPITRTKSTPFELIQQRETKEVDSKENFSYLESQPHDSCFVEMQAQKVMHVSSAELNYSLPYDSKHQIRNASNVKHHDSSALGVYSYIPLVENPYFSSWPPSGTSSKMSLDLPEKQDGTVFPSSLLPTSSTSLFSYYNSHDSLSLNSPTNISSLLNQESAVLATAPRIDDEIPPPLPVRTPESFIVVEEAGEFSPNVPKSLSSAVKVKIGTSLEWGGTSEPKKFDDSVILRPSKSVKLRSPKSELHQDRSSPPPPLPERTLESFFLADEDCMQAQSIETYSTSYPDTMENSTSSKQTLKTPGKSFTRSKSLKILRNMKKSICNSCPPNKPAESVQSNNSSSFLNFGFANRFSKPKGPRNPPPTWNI
EphB4 antag – blocks human EphB4 binding to ephrin-B2 | P54760 | AID 720 | EphB4 LBD / TNYL-RAW-Alexa532 peptide, fluorescence polarization | actives 0.15% (n = 97,000) | inhibition, % at 7 µM;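 active means inhibition above the screen-wide mean inhibition plus 3 SD, cut at about 15% in these data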;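 further: 0% = DMSO wells and 100% = excess unlabeled TNYL-RAW peptide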
S1P2 antag – blocks the human S1P2 receptor; O95136; cell-based S1P2 antagonist assay, inhibition at 5 uM; inhibition, % at 5 µM; actives 0.21% (n = 97,000); AID 736; in the data active means inhibition above about 45%;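 further: CRE beta-lactamase reporter cells expressing human S1P2 stimulated with S1P; 0% = agonist at EC80 alone and 100% = agonist plus reference antagonist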
HIV Rev-RRE inh – HIV Rev-RRE protein-RNA interaction inhibition; Rev peptide-RRE RNA binding, FRET; inhibition, % at 8 µM; P05866; actives 0.79% (n = 97,000);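 active means inhibition above the screen-wide mean plus 3 SD, cut at about 35% in these data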;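 further: 0% = median DMSO wells and 100% = median Neomycin B control wells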
Target sequence (P05866 whole entry, looked up): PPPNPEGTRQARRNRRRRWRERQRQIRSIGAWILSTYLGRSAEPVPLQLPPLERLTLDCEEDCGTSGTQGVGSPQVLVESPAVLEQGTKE
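Test system: labelled RRE RNA duplex and labelled Rev peptide. Times: 5 min compound–RNA preincubation, then 15 min with peptide, 25 °C. Doses: single-dose 8 µM. Measured by: FRET, excitation 480 nm, emission 540 nm donor and 671 nm acceptor. Measure: % inhibition of FRET ratio versus controls.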
PostGolgi yeast – growth inhibition of a yeast mutant, post-Golgi transport screen | post-Golgi transport phenotypic cell assay | inhibition, % at 10 µM | actives 0.9% (n = 98,000) | AID 739;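 further: yeast cells grown in 1536-well plates; yeast grown about 18 h at 30C before absorbance read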
PTPN22 act – LYP (human) phosphatase activation | recombinant LYP, DiFMUP fluorescence; 0 = plate median, 100 = signal doubled | actives 0.11% (n = 96,000) | Q9Y2R2 | AID 697 | activation, % at 2 µM;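 active means activation at 2 µM above a set limit, the mean plus 5 SD, cut at about 37% in these data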
S1P2 agonist – agonists of human S1P2 receptor; O95136; S1P2-expressing cell line, agonist reporter read-out; activation, % at 4.5 µM; actives 0.46% (n = 97,000); in the data active means activation above about 16%;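 further: 0% = vehicle low control and 100% = maximal reference agonist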
PostGolgi ctrl – inhibits growth of the yeast control strain | efflux-deficient yeast background strain, growth absorbance A615, 16 h | inhibition, % at 10 µM | actives 5% (n = 98,000) | AID 738
FAK blocker – inhibitors of human focal adhesion kinase | Q05397 | biochemical FAK kinase activity assay | inhibition, %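 (tested at 7 µM)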 | actives 0.84% (n = 97,000) | AID 727; in the data active means inhibition above about 19%;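 further: 0% = DMSO and 100% = reference compound high control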
Active calls of the source: *; . = no result given. Unless noted, no stated cut-off is given here; in the data, active means inhibition above about 30%; inactive means the rest.

SMILES	PTPN22 inh 2	EphB4 antag	S1P2 antag	HIV Rev-RRE inh	PostGolgi yeast	PTPN22 act	S1P2 agonist	PostGolgi ctrl	FAK blocker
COc1ccc(C(=O)COC(=O)CN2CC(=O)Oc3ccccc32)cc1Br	-2	-3	-4	4	-14	-1	-4	-3	-2
CN(C(=O)c1ccccc1)c1nc2ccccc2s1	3	-1	-16	5	1	-3	-5	18	3
Cn1nc(-c2ccc(N3CCOCC3)c(NC(=O)COc3ccccc3)c2)c2ccccc2c1=O	5	7	-24	5	.	-5	3	.	-1
CCN1CCN(C(=S)c2ccc(Cl)c(Cl)c2)CC1	8	-1	-4	-5	-3	-10	-1	0	1
COc1cccc(C(=O)OC2CCCN(C)C2)c1 (stereo not drawn)	-2	4	12	13	1	5	-7	8	-2
Cc1ccc(C)c(OCC(=O)N/N=C/c2ccsc2)c1	19	4	7	5	-10	-16	-5	2	6
Clc1ccc(OCCSc2nnnn2C2CCCCC2)cc1	7	6	8	13	1	-6	-9	23	1
CCCC1(C(=O)OCC)NC(c2cc(OC)c(OC)c(OC)c2)C2C(=O)N(CC)C(=O)C21 (stereo not drawn)	1	7	-3	3	4	-3	-7	-7	0
Cc1ccc(C(c2nnnn2C(C)(C)C)N2CCC(C)CC2)cc1 (stereo not drawn)	-6	-8	-15	6	.	6	-1	.	-1
CCn1c2ccccc2c2cc(NC(=O)c3cccc(OC)c3)ccc21	8	-1	16	16	-8	-5	-9	9	5
CCn1c(SCC(N)=O)nnc1-c1cc2c(C)nn(-c3ccccc3)c2s1	8	-12	-29	7	2	-7	8	12	-4
CC12Cc3ccc4ccccc4c3C=C1C[N+](C)(C)C2 (stereo not drawn)	9	-7	-21	-12	1	-7	-1	-4	1
O=C(CSc1nnc(Nc2ccccc2)s1)NCc1ccco1	-4	0	-4	0	-8	3	-6	1	1
COc1cccc2sc(N(C)c3ccccc3)nc12	0	4	19	9	-8	0	-5	26	1
O=C(O)CCc1ncc(C(F)(F)F)cc1Cl	2	3	-4	6	6	-1	-10	25	-1
Cc1cccc(NC(=O)CCCN2C(=O)c3cccc4cccc(c34)C2=O)c1	3	2	3	9	1	-1	-2	5	0
CCc1c(C)sc(NC(=O)c2cnn3cccnc23)c1C#N	-5	1	2	11	-12	4	1	-5	-1
CCN(CC)CCCN1C(=O)C(O)=C(C(=O)c2cc3ccccc3o2)C1c1ccccn1 (stereo not drawn)	8	-8	-1	2	-6	-10	-9	-1	-5
COc1ccc(OC)c(NC2c3ccccc3C(=O)N2c2cccnc2)c1 (stereo not drawn)	-6	0	12	3	-2	6	-4	3	6
O=C(CSc1nnnn1-c1cccc2c1CCCC2)N1CCCC1	-2	-5	-29	5	.	2	-1	.	-2
COc1ccc(C(=N/O)/C(=N/O)c2ccc(OC)cc2)cc1	1	1	12	9	-10	-2	-8	1	-2
COc1ccc(NC2=NCC(=O)N2c2ccccc2F)cc1	1	-2	18	4	3	1	-3	19	-4
CC(=O)N(C(C)=O)c1ccc2nc(C)[nH]c(=O)c2c1	-16	6	0	3	0	15	1	-5	0
CCC(=O)Nc1c2c(nn1-c1ccc(OC)cc1)CS(=O)C2 (stereo not drawn)	1	4	2	2	-7	-4	-2	6	1
Oc1cccc(Nc2ncnc3ccccc23)c1	12	4	20	11	4	-10	-7	2	23*
(listing goes on)
SMILES	PTPN22 inh 2	EphB4 antag	S1P2 antag	HIV Rev-RRE inh	PostGolgi yeast	PTPN22 act	S1P2 agonist	PostGolgi ctrl	FAK blocker
CCOC(=O)c1[nH]c(C)c(C(=O)Nc2ccc(C)c(C)c2)c1C	-7	0	-15	7	-5	4	-11	4	2
CCCc1nc(-c2ccc(-c3ccc(F)cc3)cc2)no1	6	1	3	7	-7	-7	-3	-3	-2
CCOC(=O)N1CCN(C(=S)Nc2cc(OC)c(OC)cc2C(=O)OC)CC1	8	2	27	4	-5	-3	-8	5	0
N/C(Cn1nnc(-c2ccccc2)n1)=N\O	-6	6	-5	5	5	10	-9	-4	-2
CCOC(=O)CCCCC(=O)c1[nH]c(=O)[nH]c1Cn1cnc2ccccc21	6	2	12	-1	1	-4	-4	-1	0
COc1cc(Cl)c(S(=O)(=O)n2cnc(C)c2)cc1Cl	4	1	-21	2	.	-3	2	.	1
O=S(=O)(NC(=NC1CCCC1)C(F)(F)F)c1ccccc1	-10	-8	-16	2	-1	10	-3	25	-2
CC(C)C1C(=O)NC(=S)N1S(=O)(=O)c1ccc(C(C)(C)C)cc1 (stereo not drawn)	3	-4	-9	-7	-10	-3	-6	27	0
Cc1sc2nc(SCC(=O)N3CCCCC3)[nH]c(=O)c2c1C	13	4	10	13	.	-12	-10	.	1
CCOC(=O)C1=C(N)Oc2cc(C)oc(=O)c2C1c1cccnc1 (stereo not drawn)	0	6	8	9	0	2	-7	0	0
CN1CCN(C(=O)c2ccccc2NC(=O)c2cccs2)CC1	3	-3	-2	1	4	-3	-5	12	3
O=C1COc2ccc(C(=O)c3ccccc3C(=O)NCc3ccccc3)cc2N1	1	8	-1	7	-3	-2	-4	8	-1
COc1ccc2cc3cc(C(=O)Nc4cc(OC)c(OC)c(OC)c4)oc3nc2c1	11	0	0	0	-7	-10	-4	13	0
Cc1ccc(C)c(Oc2coc3cc(OC(=O)c4cccs4)ccc3c2=O)c1	-3	-10	-2	8	.	10	1	.	0
COC(=O)CSc1ccc(C#N)c(SCC(=O)OC)c1	-1	2	-2	5	0	3	-4	3	8
CCn1c(SCC(=O)Nc2nnc(C)s2)nnc1-c1ccco1	0	1	3	-1	-1	0	-4	9	-2
O=C(Cn1cc2c(n1)CCCC2)N1CCOCC1	0	0	-1	8	2	-1	-4	3	2
Cc1ccccc1CNC(=O)c1ccccc1	-2	-4	-23	6	6	4	0	-2	1
O=c1[nH]c(-c2cccnc2)nc2ccccc12	1	2	-2	15	4	-2	-2	2	0
O=C(Nc1n[nH]c(C2CCCCC2)n1)C1CCCCC1	-1	-5	4	7	-7	5	-3	2	12
O=C(C1CCN(S(=O)(=O)N2CCOCC2)CC1)N1CCN(Cc2ccccc2)CC1	4	0	-9	-3	-5	-5	-10	7	-2
O=C(c1ccc(Cl)cc1)N1CCC(O)(CSc2ccc(Cl)cc2)CC1	.	1	5	6	-4	.	-8	45*	-9
CCOC(=O)C1=C(Nc2ccccc2)OCC1=O	16	1	4	8	-2	-19	-4	12	-4
COc1ccc(C2=C(C=Nc3c(C)n(C)n(-c4ccccc4)c3=O)C(c3ccccc3C)c3ccccc3O2)cc1OC (stereo not drawn)	5	-1	0	7	-13	-6	-6	4	1
CCC(C)(C)n1nnnc1C(c1ccc(OC)c(OC)c1)N1CCN(c2cccc(OC)c2)CC1 (stereo not drawn)	2	-8	-11	-1	-4	-5	-4	2	1

A draw from above in order of number of heavy atoms, smallest number first.
SMILES	PTPN22 inh 2	EphB4 antag	S1P2 antag	HIV Rev-RRE inh	PostGolgi yeast	PTPN22 act	S1P2 agonist	PostGolgi ctrl	FAK blocker
O=c1[nH]c(-c2cccnc2)nc2ccccc12	1	2	-2	15	4	-2	-2	2	0
COC(=O)CSc1ccc(C#N)c(SCC(=O)OC)c1	-1	2	-2	5	0	3	-4	3	8
CCn1c(SCC(=O)Nc2nnc(C)s2)nnc1-c1ccco1	0	1	3	-1	-1	0	-4	9	-2
O=C(c1ccc(Cl)cc1)N1CCC(O)(CSc2ccc(Cl)cc2)CC1	.	1	5	6	-4	.	-8	45*	-9
CCOC(=O)CCCCC(=O)c1[nH]c(=O)[nH]c1Cn1cnc2ccccc21	6	2	12	-1	1	-4	-4	-1	0
O=C(C1CCN(S(=O)(=O)N2CCOCC2)CC1)N1CCN(Cc2ccccc2)CC1	4	0	-9	-3	-5	-5	-10	7	-2

Single entries from above:
For S1P2 agonist, O=C(c1ccc(Cl)cc1)N1CCC(O)(CSc2ccc(Cl)cc2)CC1 reads -8
For EphB4 antag, O=c1[nH]c(-c2cccnc2)nc2ccccc12 reads 2

Next part.
SMILES	PTPN22 inh 2	EphB4 antag	S1P2 antag	HIV Rev-RRE inh	PostGolgi yeast	PTPN22 act	S1P2 agonist	PostGolgi ctrl	FAK blocker
CCOC(=O)C(Cc1c[nH]c2ccccc12)NC(=O)CNC(C)=O (stereo not drawn)	1	6	29	8	11	-2	-7	-8	3
CCOC(=O)c1cc(NC(=O)C2C3CCC(O3)C2C(=O)O)cc(C(=O)OCC)c1 (stereo not drawn)	3	9	-2	3	-7	2	-6	20	3
Cc1nnc(SCC(=O)Nc2sc3c(c2C#N)CCCC3)[nH]c1=O	4	-5	5	-6	-5	2	-4	-1	-6
CCc1ccc(C(=O)CSC2=C(C#N)C(c3ccco3)C(C(C)=O)=C(C)N2)cc1 (stereo not drawn)	-4	2	7	10	2	1	-3	15	2
COc1ccc(/C=C/C(=O)Oc2cccc(/C=N/NC(=O)COc3c(C)cccc3C)c2)cc1	14	2	24	3	-6	-10	-6	-2	0
CC(C)CC(NC(=O)C(NC(=O)OC(C)(C)C)C(C)C)C(=O)N1CCCC1C(N)=O (stereo not drawn)	-11	-3	-10	3	4	11	-6	5	-7
CCN1CCN(S(=O)(=O)c2ccc3ccccc3c2)CC1	-7	0	-2	5	-1	7	-4	6	2
CCCCCCn1c(N2CCN(c3ccccc3)CC2)nc2c1c(=O)n(C)c(=O)n2C	14	-7	-1	-2	-1	-16	-7	22	-4
CCc1cc2cc3c(cc2nc1SCC(=O)N1CCN(C(=O)c2ccco2)CC1)OCO3	-1	3	19	-1	-11	-1	-9	23	0
Cc1cc(S(=O)(=O)N(Cc2ccc(F)cc2)CC2CCCO2)ccc1-n1cnnn1 (stereo not drawn)	0	4	16	14	6	-2	-2	2	-1
Cc1ccc(-c2ccc(/C=N/NC(=O)CN3CCCC3)o2)cc1Cl	0	-4	17	-1	1	3	-3	19	-3
Cc1cccc(-n2c(SCC(=O)Nc3nonc3C)nnc2-c2ccoc2C)c1	-13	-12	1	8	0	16	-7	4	-1
COc1cc(C)c(S(=O)(=O)NCc2cccs2)cc1C	-5	-6	-4	5	-7	4	-3	8	0
CCCCSc1nc2c(=O)[nH][nH]c(=O)c2n1Cc1ccccc1	-16	-7	-14	0	.	11	-1	.	0
CC(=O)c1c(C)[nH]c(C(=O)CSc2nc3ccc(C)cc3[nH]2)c1C	5	5	1	3	8	-5	-5	35*	1
CCC1CCCCN1CCNS(=O)(=O)c1ccc2c(c1)oc(=O)n2C (stereo not drawn)	-6	-3	11	6	2	5	-5	-10	-5
CC1(C)C(c2ccccc2)=[N+]([O-])CN1O	-8	-7	-14	2	-3	5	-5	-1	-9
CSc1nc2ccc(S(=O)(=O)NC3CCCCC3)cc2s1	2	-1	2	12	0	-2	-1	71*	3
COc1cccc(CC(NC(C)=O)C(=O)NC2CCN(c3nnnn3-c3ccccc3)CC2)c1 (stereo not drawn)	5	-4	8	2	2	-4	-3	5	-5
CNNC(=O)C(C)NC(=O)c1ccc(Br)cc1 (stereo not drawn)	9	4	11	11	-2	-6	-3	-3	5
COC(=O)Cn1c2ccc(C)cc2c2nc(C)sc21	-5	5	18	9	-3	2	-3	-2	10
Cc1nc2c(-c3ccccc3)c(C)[nH]n2c(=O)c1Cl	2	-5	-22	-1	-6	-2	0	6	-4
Nc1nc2ccc(Oc3ccccc3)cc2s1	0	1	16	5	10	-3	-4	32*	6
COc1cccc(CN2C(=O)CCC2(C)C(=O)NC2CCCCCC2)c1 (stereo not drawn)	-6	-6	-5	-4	7	5	0	4	1
O=C(c1cc2nc(-c3cccs3)cc(C(F)(F)Cl)n2n1)N1CCCc2ccccc21	6	-1	4	0	-6	-8	-5	28	0
Cc1ccc(NC(=S)N/N=C2/CCCc3c(C)cc(C)cc32)cc1	0	0	-10	9	-5	-2	-4	-2	-1
COc1ccc(/C=N/n2c(=S)n(C)c3ccccc32)cc1OC	-4	1	-26	0	-9	7	4	9	4
Cc1ccc(N=Cc2cc(C)n(C3CCCC3)c2C)cc1	4	7	9	6	0	-2	-6	5	3
CC(C)NC(=O)COC(=O)c1cc(=O)[nH]c2ccccc12	1	-3	3	5	8	-4	0	6	5
CC(C)CC(NC(=O)C(CC(C)C)NC(=O)OC(C)(C)C)C(N)=O (stereo not drawn)	7	4	-7	1	.	-7	-5	.	0
